Source: PubChem
FBPA coupling cs: coupling enzyme interference in Giardia aldolase counter-screen; coupling enzyme system counterscreen, AmpLite Red fluorescence; activity change, negative = inhibition, % at 58.2 µM, hits read low; 290,000 compounds, 0.67% hits; AID 2472; in the data active means activity change below about -30%; further: on the % scale 0 is the no-effect control and ±100 the full control effect
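First, compound is pin-transferred into glyceraldehyde-3-phosphate coupling-enzyme reagent at 57.5 uM final and held 10 min at RT. Next, substrate, coupling system and AmpLite Red are added. After 20 min RT, fluorescence (525/598 nm) is read.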
KCNH2 3.1 inh: blocks the human KCNH2 3.1 channel isoform | U2OS KCNH2 3.1, thallium flux FluxOr; stronger effect = lower value | activity change, % (tested at about 1.8 µM) | 340,000 compounds, 0.95% hits;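 active means maximum activity change below -70%; inconclusive means maximum activity change from -70% to -50%; inactive means maximum activity change above -50%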;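 further: thallium influx rate constant from kinetic fluorescence after stimulation buffer; on the % scale 0 is the no-effect control and ±100 the full control effect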
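Measured as rate of thallium-driven FluxOr signal in transduced U2OS cells carrying the 3.1 channel, read kinetically for 2 min upon stimulation; values are rate constants scaled to DMSO control wells.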
CXXC DNA block: inhibitors of human MLL CXXC domain-DNA interaction | Q03164 | MLL-CXXC / FITC-HOXA9 DNA fluorescence polarization | Potency, µM (series often up to 115 µM), for the others: at the top dose activity change, negative = inhibition, hits mostly inhibitors | 290,000 compounds, 0.037% hits | AID 2662; active means well fitted inhibition curve with a large enough effect in the polarisation, with a control signal flat, not every such curve was filed as active; inconclusive means small, poorly fitted or top-dose-only effect, or effect the other way, or a change in a side signal; inactive means no such curve, though single readings can be large or run the other way; the % refers to the polarisation; further: potency means the concentration at half of the fitted maximal effect
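Purified MLL-CXXC (added from a 7 uM solution) was preincubated 5 min at ambient with pinned compounds in 50 mM Tris-HCl pH 7.5, 50 mM NaCl, 1 mM DTT, 0.05% BSA. Fluorescein-labeled HOX-A9 DNA (50 nM solution) followed, 30 min, then polarization read.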
GALK inh: blocks human galactokinase activity; AID 1868; Potency, µM (series often up to 57.5 µM), inactives show top-dose activity change, negative = inhibition, usual class: inhibitors; 270,000 compounds, 0.007% hits; Purified GALK, Kinase-Glo residual ATP luminescence; P51570; further: potency means the concentration at half of the fitted maximal effect; on the % scale 0 is the no-effect control and ±100 the full control effect
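Kinase-Glo Plus luminescence measured ATP left after a 1 h room-temperature reaction. The reaction used 5 nM GALK, 100 uM galactose and 35 uM ATP at pH 8.0 (20 mM HEPES, 5 mM MgCl2, 60 mM NaCl, 1 mM DTT, 0.01% BSA).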
B2AR arrestin: beta2AR (human) beta-arrestin recruitment activity | P07550 | beta-arrestin recruitment to beta2AR, cell-based reporter | Potency, µM (highest dose often 46.1 µM), for the others: at the highest dose activation, actives largely listed as activators | 330,000 compounds, 0.02% hits | AID 492947;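 further: potency means the concentration at half of the fitted maximal effect; 0% = DMSO controls and full agonism = EC100 isoproterenol or metaproterenol; nearly all actives have a fitted effect of over 65% in size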
Target sequence (P07550 whole entry, looked up): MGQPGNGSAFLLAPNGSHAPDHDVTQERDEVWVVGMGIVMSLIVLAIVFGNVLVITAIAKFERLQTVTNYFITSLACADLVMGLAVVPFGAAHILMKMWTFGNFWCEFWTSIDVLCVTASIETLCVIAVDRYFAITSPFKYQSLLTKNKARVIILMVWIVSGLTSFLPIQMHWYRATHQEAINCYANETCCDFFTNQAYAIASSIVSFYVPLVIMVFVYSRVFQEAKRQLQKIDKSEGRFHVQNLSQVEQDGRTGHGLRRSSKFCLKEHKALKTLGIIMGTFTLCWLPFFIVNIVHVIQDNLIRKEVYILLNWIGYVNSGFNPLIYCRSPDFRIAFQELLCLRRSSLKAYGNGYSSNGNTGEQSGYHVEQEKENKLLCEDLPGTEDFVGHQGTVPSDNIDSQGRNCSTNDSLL
Menin-MLL TR inh: displaces Texas Red mutant MLL peptide from human menin; O00255; Menin + Texas Red MLL mutant peptide, fluorescence polarization; Potency, µM (doses to about 61.6 µM), inactives show top-dose FP activity change, negative = inhibition, hits mostly inhibitors; 270,000 compounds, 0.23% hits; AID 1768; active means well fitted inhibition curve with a large enough effect in the polarisation, with a control signal flat, not every such curve was filed as active; inconclusive means small, poorly fitted or top-dose-only effect, or effect the other way, or a change in a side signal; inactive means no such curve, though single readings can be large or run the other way; the % refers to the polarisation; further: potency means the concentration at half of the fitted maximal effect; % of control where 0% means no effect; many of its hits are not listed in these tables
TRPV1 ag: human TRPV1 agonism; Q8NER1; TRPV1-expressing cells, Fluo-8 calcium influx, agonist mode; activation, % at 8.33 µM; 320,000 compounds, 0.19% hits; AID 540275; in the data active means activation above about 80%; inconclusive means between about 30% and that limit; further: 0% is about no effect
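TRPV1-expressing cells were cultured overnight at 35.5C and loaded with Fluo-8 calcium dye for 40 to 90 min at room temperature. After a 10 s baseline, compound was added and calcium influx was read kinetically for 3 min (ex 480/em 520 nm).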
Giardia kill: Giardia lamblia killing; 340,000 compounds, 0.15% hits; Giardia lamblia trophozoite viability; activity change, % at 7.66 µM, hits read low; AID 540267; in the data active means activity change below about -80%; inconclusive means between about -30% and that limit;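 further: parasites exposed to compound for two days anaerobically before the ATP read; on the % scale 0 is the no-effect control and ±100 the full control effect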
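Trophozoites 100 cells/well + cpd; 48 hrs, 37 deg C, anaerobic. ATPLite 1-Step added, 15-30 min RT, luminescence read (ATP-based viability).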
USP2a inh: USP2a (human) protease inhibition | Potency, µM (titrated, usually from 38.3 µM), without a hit: at the top dose activity change, negative = inhibition, usual class: inhibitors | AID 463254 | O75604 | USP2 core, Ub-CHOP2 coupled fluorogenic reporter, 485/531 | 330,000 compounds, 0.01% hits;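 further: potency means the concentration at half of the fitted maximal effect; plate controls were DMSO wells for no effect and full inhibition by NEM control for full effect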
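Cell-free coupled assay: 10nM USP2 core preincubated 30min RT with compound in Tris-HCl pH 8.0/CaCl2/CHAPS buffer, then 25nM Ub-CHOP2 and 25nM reporter substrate; fluorescence (Ex 485/Em 531) read after 60min RT, normalized to NEM inhibition, concentration-response curves fitted.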
PKM2 activator: PKM2 (human) enzyme activation; purified PKM2, Kinase-Glo ATP luminescence, activation; response scale: 0% is enzyme alone, no compound; AID 1631; P14618; Potency, µM (highest dose often 57.5 µM), inactives show top-dose activation, usual class: activators; 260,000 compounds, 0.34% hits; further: potency means the concentration at half of the fitted maximal effect; on the % scale 0 is the no-effect control and ±100 the full control effect; nearly all actives have a fitted effect of over 55% in size
Target sequence (P14618 whole entry, looked up): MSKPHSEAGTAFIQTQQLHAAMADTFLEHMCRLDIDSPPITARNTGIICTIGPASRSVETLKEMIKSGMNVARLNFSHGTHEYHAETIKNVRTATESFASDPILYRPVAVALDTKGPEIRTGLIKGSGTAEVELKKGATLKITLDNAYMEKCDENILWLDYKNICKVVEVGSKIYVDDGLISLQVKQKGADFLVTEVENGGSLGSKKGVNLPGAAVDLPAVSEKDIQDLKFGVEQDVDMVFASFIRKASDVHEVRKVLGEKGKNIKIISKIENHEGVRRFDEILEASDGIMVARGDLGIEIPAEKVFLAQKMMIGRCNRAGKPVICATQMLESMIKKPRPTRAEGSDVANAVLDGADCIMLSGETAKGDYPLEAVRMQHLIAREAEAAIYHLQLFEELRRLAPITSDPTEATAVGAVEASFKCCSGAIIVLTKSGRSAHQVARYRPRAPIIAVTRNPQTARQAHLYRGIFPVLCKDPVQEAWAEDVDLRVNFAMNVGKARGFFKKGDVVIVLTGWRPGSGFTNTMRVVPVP
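ATP formation by purified human PK-M2, quantified via coupled luciferase luminescence after 1 h at room temperature with 0.1 mM ADP and 0.5 mM PEP final.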
hERG WT inh: KCNH2 (human, wildtype) channel inhibition; U2OS, BacMam KCNH2, thallium flux FluxOr; stronger effect = lower value; Q12809; activity change, % at 1.84 µM; 340,000 compounds, 0.37% hits;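 active means maximum activity change below -70%; inconclusive means maximum activity change between -70% and -50%; inactive means maximum activity change above -50%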; further: on the % scale 0 is the no-effect control and ±100 the full control effect
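U2OS cells were transduced with wild-type KCNH2 virus (2.03 x 10^8 / mL) for 4 h at room temperature, then cultured overnight at 37 C. Thallium flux was read with FluxOr dye. Rate constants were normalized to DMSO controls.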
Active calls of the source: *; u = inconclusive; x = no result given; [ ] = another dose, or the depositor's remark. Unless noted, the call rests on the fitted dose curve; in most records, active means well fitted curve in the direction sought with a large enough effect; inconclusive means small, poorly fitted or top-dose-only effect, or another doubt; inactive means no such curve, though single readings can be large; an effect the other way counts as inactive or inconclusive. Only part of the results is shown; count on the stated rates, not on these rows.

SMILES,FBPA coupling cs,KCNH2 3.1 inh,CXXC DNA block,GALK inh,B2AR arrestin,Menin-MLL TR inh,TRPV1 ag,Giardia kill,USP2a inh,PKM2 activator,hERG WT inh
CC(C)CCOc1ccc(C(=O)O)cc1,9,-2,6%,-2%,-1.8%,20%,-5,15,4%,-6%,7
O=C(NCC(F)(F)F)c1nn(Cc2ccccc2)c(=O)c2ccccc12,-1,-3,1%,9%,0.2%,33%[activator],1,0,-1%,2%,-3
COC(=O)C1CCCN1C(=O)C1CCCN1C(=O)CNC(=O)OCc1ccccc1 (stereo unspecified),3,9,1%,2%,0.0%,6%,1,-3,2%,0%,5
CCOC(=O)c1c(C)c[nH]c1C,1,-85*,16%,11%,0.0%,-1%,0,-7,3%,x,2
CN(Cc1ccccc1)S(=O)(=O)c1ccccc1Br,x,0,x,x,-0.8%,x,x,0,4%,x,-11
COC(=O)CN(c1c(C)cccc1C)S(C)(=O)=O,2,-3,4%,6%,0.1%,-12%,-2,0,-2%,-9%,7
CCC(=O)N1c2ccccc2C(N(C(=O)CC)c2ccccc2)CC1C (stereo unspecified),-4,-3,28%,1%,0.3%,x,6,22,0%,3%,-2
CC(C)CCNC(=O)Nc1ccc2c(c1)N(C)C(=O)CS2,0,0,-6%,-1%,x,16%,u,-7,x,-5%,-4
CCOc1cccc2cc(C(=O)NC(C)c3ccccc3)c(=N)oc12 (stereo unspecified),x,x,0%,-3%,5.0%,x,-2,-22,3%,7%,4
O=C(CSc1nnnn1-c1ccc2c(c1)OCO2)NCc1ccccc1,5,-13,-1%,-2%,-0.5%,-2%,2,-12,2%,-3%,5
COc1ccccc1N1CCN(CC(O)c2ccc3cc[nH]c3c2)CC1 (stereo unspecified),0,u,-7%,-1%,-0.1%,-2%,0,-28,0%,5%,1
O=C(Nc1ccc(Oc2ccc(C(=O)O)c(C(=O)O)c2)cc1)c1cccs1,4,1,3%,2%,-0.3%,16%,-2,-7,1%,-2%,6
CNc1nc(SCC(=O)Nc2ccccc2)nc(N2CCOCC2)n1,x,-4,-6%,7%,-0.4%,x,-1,-9,0%,-8%,-5
COc1c(/C=C2\SC(=Nc3ccccc3Cl)NC2=O)cccc1[N+](=O)[O-],0,18,-14%,-5%,3.0%,u,5,18,u,6%,-20
Cc1cc(F)ccc1S(=O)(=O)N1CCCOC1CNC(=O)C(=O)NCc1ccco1 (stereo unspecified),-1,20,-4%,0%,-2.5%,2%,-2,9,2%,-3%,-5
O=C(CSc1nc(-c2ccccc2)c(-c2ccccc2)[nH]1)Nc1ccc2c(c1)OCO2,-1,3,19%,-1%,-0.5%,10%,-4,-4,5%,-9%,-6
COc1cc2c(cc1OC)-c1nc3ccccc3c(=O)n1C(C)(C)C2,-1,7,-3%,3%,0.0%,1%,10,-11,6%,-2%,72
COc1ccc2c(c1)-c1ccccc1S(=O)(=O)N2C(C)=O,11,3,-2%,1%,0.1%,-1%,-1,2,2%,0%,-20
Cc1ccc(NC(=O)CCNS(=O)(=O)c2cc(Br)cnc2N)c(Cl)c1,0,x,-3%,x,-0.3%,-10%,1,x,-1%,3%,x
Cc1ccc(Cn2c(=O)n(C)c(=O)c3sccc32)cc1,3,10,11%,-3%,-0.9%,0%,1,0,0%,2%,-3

Nothing new here: entries from further up.
SMILES,FBPA coupling cs,KCNH2 3.1 inh,CXXC DNA block,GALK inh,B2AR arrestin,Menin-MLL TR inh,TRPV1 ag,Giardia kill,USP2a inh,PKM2 activator,hERG WT inh
CC(C)CCOc1ccc(C(=O)O)cc1,9,-2,6%,-2%,-1.8%,20%,-5,15,4%,-6%,7
O=C(NCC(F)(F)F)c1nn(Cc2ccccc2)c(=O)c2ccccc12,-1,-3,1%,9%,0.2%,33%[activator],1,0,-1%,2%,-3

Remaining list, next part
SMILES,FBPA coupling cs,KCNH2 3.1 inh,CXXC DNA block,GALK inh,B2AR arrestin,Menin-MLL TR inh,TRPV1 ag,Giardia kill,USP2a inh,PKM2 activator,hERG WT inh
O=C(O)C1(O)C[C@H](O)C(O)[C@@H](O)C1 (stereo partly specified),0,-5,x,x,-0.3%,-8%[24.8 µM],-2,11,2%,x,4
CCC(=O)Nc1ccc(NC(=O)CSc2nnnn2-c2cccnc2)cc1C,x,1,4%,-2%,-1.1%,-5%,3,3,1%,2%,-10
COc1ccc(C(=O)Nc2cc(OC)cc(OC)c2)cc1,-9,1,6%,7%,0.6%,u,28,-24,1%,-22%,5
Cc1cc(C)c2nc(NC(=O)c3ccc(OCC4CCCO4)cc3)sc2c1 (stereo unspecified),2,-28,u,2%,-0.2%,-13%,4,-22,1%,-13%,x
Cc1nn(CC(=O)NN)c(C)c1Br,-2,16,4%,x,-0.9%,x,-7,10,5%,-9%,5
Cc1ccc(OCC(=O)Nc2sc3c(c2C#N)CC(C)(C)NC3(C)C)cc1,2,-4,-3%,-2%,0.5%,2%,1,-5,-2%,0%,12
CCN(CC)c1ccc2nc3ccccc3[n+](CC)c2c1,-7,4,u,-1%,-0.1%,u,0,-19,u,4%,4
NC(=O)CC(NC(=O)Cc1ccc(Br)cc1)c1ccc(NC2CCN(Cc3ccccc3)CC2)c([N+](=O)[O-])c1 (stereo unspecified),-2,-5,-9%,x,0.2%,-8%,0,5,3%,-11%,10
Cc1ccc2nc(-c3ccccn3)oc2c1,-1,22,-2%,14%,0.1%,1%,3,u,3%,-44%,-2
CCOC(=O)C(C(=O)NCc1cccc(OC)c1)c1ncc(C(F)(F)F)cc1Cl (stereo unspecified),4,6,0%,3%,-0.2%,2%,4,7,0%,0%,-5
COc1cc(Br)c(C(C)NC(=O)c2ccc(C)cc2)cc1OC (stereo unspecified),12,2,20%,-2%,0.2%,8%,-1,0,2%,-2%,-15
O=S(=O)(NCc1ccccc1Cl)c1cccs1,-4,1,6%,-2%,-0.2%,5%,-2,4,0%,14%,-10
CC(C)c1ccc(C(C(=O)NC(C)(C)C)N(C(=O)CNC(=O)c2ccco2)c2cccnc2)cc1 (stereo unspecified),0,18,-1%,-3%,-0.1%,6%,-4,-3,0%,-3%,1
COc1cc(OC)c2c(O)c3c(c(-c4c5c(c(O)c6c(OC)cc(OC)cc46)CO[C@@H](C)[C@H]5O)c2c1)[C@H](O)[C@H](C)OC3,-25,-8,u,0%,0.6%,u,-3,-4,2%,-1%,-16
O=C(N/N=C/c1c(O)n(-c2ccccc2Cl)c(=O)c2ccccc12)c1cccnc1,2,17,u,0%,-0.1%,u,8,8,8%,-3%,2
CCNC(=O)N1CCCC(C(=O)c2ccc3cc(OC)ccc3c2)C1 (stereo unspecified),-1,-1,6%,6%,-0.3%,10%,19,0,-3%,-4%,1
COc1ccc(N(C(=O)c2snc(C(N)=O)c2N)C(C(=O)NC2CCCCC2)c2ccc(C)o2)cc1 (stereo unspecified),-1,-35,4%,-2%,0.0%,-2%,8,-6,-2%,x,4
C1CCCN(c2nc3nonc3nc2N2CCCCCC2)CC1,5,22,-3%,-1%,0.2%,16%,3,-2,0%,12%,0
CCN(CC)C(=S)Nc1ccc(OC)cc1,5,23,4%,1%,0.4%,-7%,-4,-6,2%,-5%,10
O=C(/C=C/c1ccccc1)N(Cc1ccc(Cl)cc1)C1CCS(=O)(=O)C1 (stereo unspecified),-2,3,24%,x,3.1%,x,4,12,-2%,3%,4
CCOC(=O)c1[nH]c2ccc(OC)cc2c1C,1,-20,-2%,-5%,0.3%,x,x,-16,1%,5%,-7
CC(=O)NCCn1c(SCC(=O)Nc2ccc(C)cc2)nc2ccccc2c1=O,-1,-40,4%,0%,-0.1%,-6%,0,10,2%,1%,25
S=C(Nc1ccc2snnc2c1)N1CCN(c2ccccn2)CC1,-3,-11,12%,-4%,-0.1%,u,-1,31[activator],0%,-1%,7
